Assay outcomes (PubChem)
MsrA act: bovine methionine sulfoxide reductase A activation | purified bovine MsrA, absorbance read-out | activation, % at 10.6 µM | 360,000 compounds, 0.3% hits; in the data active means activation above about 7.5%;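 further: 0% = vehicle and 100% = reference activator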
E coli Lon inh: inhibitors of E. coli Lon protease. AID 602123. P0A9M0. purified E. coli Lon protease, fluorescence polarization. 360,000 compounds, 0.42% hits. inhibition, % at 7.94 µM; in the data active means inhibition above about 13%, passing the limit was not always enough;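 further: 0% = enzyme with probe and DMSO and 100% = no enzyme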
PABP1 MLLE inh: blocks PAM2 peptide binding to the PABP1 MLLE domain; inhibition, % at 20 µM; 360,000 compounds, 0.36% hits; GST-MLLE / FITC-PAM2 fluorescence polarization; AID 588489; P11940; in the data active means inhibition above about 35%, passing the limit was not always enough;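 further: plate controls were DMSO wells with GST-MLLE for no effect and wells lacking GST-MLLE protein for full effect; some results filed as inactive read as strong as hits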
Target sequence (P11940 whole entry, looked up, the tested form may be a part): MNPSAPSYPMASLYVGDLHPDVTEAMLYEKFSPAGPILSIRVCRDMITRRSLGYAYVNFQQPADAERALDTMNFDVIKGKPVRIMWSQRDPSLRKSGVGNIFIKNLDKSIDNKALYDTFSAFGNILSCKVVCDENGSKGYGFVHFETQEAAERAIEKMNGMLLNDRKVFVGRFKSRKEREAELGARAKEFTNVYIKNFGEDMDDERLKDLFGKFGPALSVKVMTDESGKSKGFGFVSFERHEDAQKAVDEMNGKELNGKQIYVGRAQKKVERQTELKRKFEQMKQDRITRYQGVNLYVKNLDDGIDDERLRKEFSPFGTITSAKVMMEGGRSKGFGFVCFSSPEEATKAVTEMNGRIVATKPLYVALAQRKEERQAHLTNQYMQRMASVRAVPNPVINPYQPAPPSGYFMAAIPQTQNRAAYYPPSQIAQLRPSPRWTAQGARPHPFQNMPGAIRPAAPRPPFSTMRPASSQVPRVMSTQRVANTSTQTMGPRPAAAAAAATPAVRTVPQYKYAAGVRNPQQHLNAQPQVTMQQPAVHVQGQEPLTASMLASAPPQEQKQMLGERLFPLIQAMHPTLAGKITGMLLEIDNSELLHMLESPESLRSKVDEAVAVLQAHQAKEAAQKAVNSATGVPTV
Neddylation inh: cullin neddylation inhibition. TR-FRET cullin neddylation, biochemical. calls only at 25 µM. 360,000 compounds, 0.58% hits. AID 651699; in the data active means inhibition above about 36%
CendR NRP1 mod: alters CendR peptide binding to human NRP-1; O14786; FAM-RPARPAR peptide binding to NRP-1, fluorescence polarization; inhibition, % at 25 µM; 360,000 compounds, 0.85% hits; AID 602438;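 active means inhibition or corrected inhibition above about 18%, plus a signal ratio from 0.5 to 1.5, limit read from the data, passing the limit was not always enough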; further: strong numbers were not always called active
MT1-MMP act inh: MT1-MMP (human) activation inhibition | P50281 | GFP/RFP ratio change, % at 20 µM | AID 651647 | 360,000 compounds, 0.061% hits | HT1080 RFP-PRO-GFP cells, GFP/RFP ratio fluorescence, overnight; percent of plate control window, DMSO zero;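 active means GFP/RFP ratio change of at least 30% with cell ATP level not reduced by more than half and red fluorescence within 50% of control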; further: strong numbers were not always called active
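Assay system – RFP-PRO-GFP reporter HT1080 cells · Compound dosing – single dose of 20 µM compound, 1% DMSO final · Incubation – overnight compound exposure at 37 °C · Measure – GFP/RFP fluorescence ratio · Benchmarks – DMSO wells and RFP-L50D-GFP cells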
Rin1-Abl PPI inh: inhibitors of human Rin1-Abl protein interaction | P00519+Q13671 | TR-FRET Rin1/Abl binding, biochemical | inhibition, % at 7.35 µM | 360,000 compounds, 0.4% hits; in the data active means inhibition above about 5%, passing the limit was not always enough
SKN-1 inh: inhibitors of C. elegans SKN-1. 360,000 compounds, 0.49% hits. C. elegans VP596 Pgst-4::GFP/RFP ratio, acrylamide-induced, 24 h. inhibition, % at 21.8 µM;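 active means interference check ratio from 0.5 to 1.5 plus GFP to RFP signal ratio inhibition reaching or exceeding a fixed threshold, cut at about 30% in these data, passing the limit was not always enough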; further: some compounds called inactive have numbers as strong as hits
FAS-TE inh: FAS thioesterase (human) inhibition; recombinant FAS-TE, OMFH fluorogenic substrate, fluorescence endpoint; P49327; inhibition, % at 15 µM; 360,000 compounds, 0.67% hits;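 active means compounds whose normalised, plate-corrected inhibition of enzyme fluorescence in the single-dose primary screen is 50% or more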;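 further: 0% = DMSO with enzyme and 100% = substrate without enzyme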
* marks the source's active call; other numbers are inactive results; i = inactive; x = not tested or not shown.

SMILES	MsrA act	E coli Lon inh	PABP1 MLLE inh	Neddylation inh	CendR NRP1 mod	MT1-MMP act inh	Rin1-Abl PPI inh	SKN-1 inh	FAS-TE inh
COc1cc(NC(=O)c2cccc(Cl)c2)c(OC)cc1NC(=O)CN1CCOCC1	-5.0	2.4	4.8	i	14.9	2.4	-2.7	3.7	2.0
O=C(Oc1ccc(-c2nnco2)cc1)N1CCOCC1	-3.0	-3.5	-18.0	i	-7.3	0.9	2.5	8.4	-6.7
Cc1ccccc1NC(=O)/C=C/c1cccc(C(F)(F)F)c1	-2.1	0.2	-1.6	i	8.4	0.0	4.0	8.1	12.4
O=C(CCS(=O)(=O)c1ccc(F)cc1)Nc1nccs1	-10.1	7.6	9.7	i	-5.8	2.4	-4.0	-11.0	-6.4
Cc1cc(C(=O)OCC(=O)N(C)c2ccccc2)c(C)o1	-2.9	-7.4	5.5	i	13.4	-2.1	1.2	-5.9	-3.6
CC(=O)NC(O)C(=O)c1ccccc1 (centres undefined)	-0.9	-0.8	0.3	i	5.1	-0.6	-1.0	4.1	-4.3
CCOC(=O)CSc1nc2c(c(=O)n(Cc3ccccc3Cl)c(=O)n2C)n1C	-5.1	-9.3	3.3	i	7.8	-1.4	1.4	-0.7	2.2
COC(=O)C1=C(C)N(C)C(C)=C(C(=O)OC)C1c1ccncc1	-11.0	-7.0	-10.7	i	3.5	5.8	-0.2	-7.8	-7.9
O=C(Cn1cccc1)Nc1ccc(OC(F)(F)F)cc1	-1.9	5.3	-17.5	i	15.3	3.4	1.9	19.9	-0.5
Cc1ccccc1C(=O)NNC(=O)c1cccn1C	-3.5	-5.5	-10.1	i	5.8	-2.0	4.2	-3.4	-5.1
C[C@]12C=CC(=O)C=C1CC[C@@H]1C2[C@@H](O)C[C@@]2(C)C1CC[C@]2(O)C(=O)COC(=O)CCC(=O)O (some centres undefined)	0.2	-2.1	0.9	i	5.9	-2.7	-1.3	-9.7	-2.0
CCOc1ccc(/C=C/C(=O)c2c(O)cc(C)oc2=O)cc1	-4.5	-59.0	0.4	i	-22.5	-43.9	1.7	21.1	-2.9
O=C(CSc1nc2ccc(NC(=O)c3ccccc3C(=O)O)cc2s1)Nc1c(Cl)cccc1Cl	-3.4	-7.8	-0.5	i	-17.6	-6.3	0.4	4.6	-5.7
CCCCCCCNC(=O)C1(CC2CC(c3ccc(Cl)cc3)=NO2)CCN(C(=O)C2(C)CC2)CC1 (centres undefined)	8.5*	-1.6	-15.5	i	19.6	-9.0	0.6	7.0	31.7
COc1ccccc1-c1nnc(SCC(=O)NCc2c(C)c(Cl)cc(C(C)C)c2O)o1	-2.4	-8.0	10.6	i	-15.4	-8.9	2.5	-3.5	35.5
COc1ccccc1Nc1nc(-c2ccccc2)nc2ccccc12	-2.4	5.6	-13.0	x	-3.6	-3.6	-0.7	14.7	43.1
CCCN(C(=O)C1=COCCO1)c1c(N)n(Cc2ccccc2)c(=O)[nH]c1=O	-1.5	3.4	-1.8	i	13.8	0.5	-2.4	3.1	-1.4
COc1cccc(OCCNS(=O)(=O)c2cccc([N+](=O)[O-])c2)c1	-1.7	4.2	1.3	i	-72.6	2.3	3.9	-0.5	14.3
S=c1nc(C2CC2)[nH]c2ccccc12	-2.8	0.0	29.5	i	-8.4	-4.3	-17.8	6.1	-11.6
O=C(NCC1CCCO1)c1cc(C(=O)c2ccc(Cl)cc2Cl)c[nH]1 (centres undefined)	-1.9	-3.6	-4.8	i	-4.0	-3.4	-3.7	7.5	-0.5
O=S(=O)(c1ccc(F)cc1)N1CN(Cc2ccco2)c2nc3ccccc3nc21	-5.6	44.0*	-2.5	i	-70.1	-54.5	0.1	30.4	3.2
CC(=O)NNc1nc(-c2ccc(C)cc2)cs1	-3.9	-6.8	-23.9	i	3.4	2.5	4.3	0.1	-9.3
CN(C(=O)c1ccccc1)C1(C)CCS(=O)(=O)C1 (centres undefined)	0.0	-10.1	-2.7	i	18.2	7.5	-0.2	8.1	-5.2
CC(=O)c1ccc(NS(=O)(=O)c2cccc(C(=O)Nc3ccccc3C(=O)O)c2)cc1	-1.2	-9.0	1.4	i	-21.8	-1.1	-1.7	3.2	-2.3
CC(=O)N1CCN(c2ccc(NC(=O)COc3ccc(Cl)cc3Cl)cc2)CC1	-1.5	8.1	0.4	i	0.0	5.9	-2.5	6.3	4.3
New compounds follow.
SMILES	MsrA act	E coli Lon inh	PABP1 MLLE inh	Neddylation inh	CendR NRP1 mod	MT1-MMP act inh	Rin1-Abl PPI inh	SKN-1 inh	FAS-TE inh
N#CCc1ccccc1C(=O)OCC(=O)N(Cc1ccccc1)Cc1ccccc1	-0.3	11.2	0.2	i	-12.6	-3.9	-1.0	2.7	23.4
COc1ccc(N(CC(=O)Nc2ccc(F)c(F)c2)S(=O)(=O)c2c(C)[nH]c(=O)[nH]c2=O)cc1	-3.9	0.7	18.9	i	-1.8	-4.5	-3.6	7.9	0.1
C=CCn1c(SCC(=O)NC2CCCC2)nc2sc(C)cc2c1=O	-10.6	0.2	2.6	i	-5.8	3.6	0.3	-6.5	-4.1
Cn1c(=O)n(C)c2cc(NC(=O)c3cccc([N+](=O)[O-])c3)c(Br)cc21	-10.8	-5.5	-16.0	i	10.0	13.7	4.8	-8.8	6.0
COc1ccc(Cc2nnc(NC(=O)c3ccccc3F)s2)cc1	-2.8	6.7	14.6	i	0.8	2.4	2.5	-7.2	-4.6
CC(CCOS(N)(=O)=O)c1ccccc1 (centres undefined)	-3.8	-4.7	-4.9	i	17.3	2.5	1.2	8.4	-9.4
Cc1ccc(NC(=O)/C(=C\c2ccco2)NC(=O)c2ccco2)cc1	-6.2	-12.0	-24.8	i	-41.2	-4.2	-0.2	8.1	-6.4
CC(C)c1ccc(N2C(=O)CC(NNC(=O)c3cccnc3)C2=O)cc1 (centres undefined)	-3.0	7.9	-10.7	i	3.2	1.4	0.3	10.1	2.3
CCc1ccccc1NC(=O)CN1CCN(C(=O)CNC(=O)c2ccc(-c3ccccc3)cc2)CC1	-0.6	-0.9	8.9	i	-4.8	-3.2	0.5	4.3	3.6
CC(=O)Nc1ccccc1N(C)S(=O)(=O)c1ccc(C)cc1	-0.9	3.7	4.4	i	-5.1	1.1	-2.4	17.0	-6.8
Cc1nc(/N=C(\N)N(C)C)[nH]c(=O)c1C	-1.6	0.0	2.9	i	2.8	-1.4	2.7	3.2	-2.9
O=C(Oc1ccc(NC2=C(Cl)C(=O)c3ccccc3C2=O)cc1)c1ccc([N+](=O)[O-])cc1	-4.0	10.2	-8.4	i	8.5	5.2	8.9	3.9	22.2
CN(Cc1cnn(C)c1)Cc1nc(COc2ccccc2)no1	-3.6	1.2	3.9	i	11.0	-4.8	0.8	3.1	-3.8
CCC(C)c1ccccc1NC(=O)COC(=O)c1ccc2c(c1)S(=O)(=O)c1ccccc1C2=O (centres undefined)	-1.6	-5.8	-15.4	i	-5.1	-1.2	-3.6	6.9	7.0
CC[C@@H](C)[C@@H](C(=O)N1CCNCC1)n1cc(CCC(=O)O)nn1	2.3	-9.2	-3.4	i	4.2	0.6	0.2	-6.5	-13.1
C[C@@H](NCCCn1cnc2c(OCc3ccccc3)ncnc21)c1cccc2ccccc12	-1.8	-4.5	-6.3	i	-8.4	-0.5	0.4	-5.1	-4.3
O=C(Nc1cccc(Cl)c1N1CCCC1)c1ccc(Br)o1	-1.9	-1.8	-0.8	i	-7.1	-2.6	0.5	2.3	27.6
COc1ccc(N2CCN(S(=O)(=O)c3ccc(C(=O)NC4CCCC4)cc3)CC2)cc1	-13.4	1.8	3.1	i	-3.7	0.7	-0.8	-14.7	-9.3
CC(NC(=O)CN1C(=O)NC2(CCCC2)C1=O)c1ccc2ccccc2c1 (centres undefined)	-1.7	-1.7	-20.7	i	16.0	1.9	2.0	1.7	-3.3
C[C@H](CO)N1C[C@H](C)[C@@H](CN(C)S(=O)(=O)c2ccccc2)Oc2ccc(NC(=O)Cc3ccccc3)cc2C1=O	-2.1	-3.1	8.2	i	23.7*	-1.0	3.1	0.9	2.0
O=C1NCCN/C1=C\C(=O)c1ccccc1	-2.1	-2.3	-4.3	i	9.8	2.1	-6.2	0.9	-6.4
NC(=O)Nn1c(CCC(=O)O)ccc1-c1ccc(F)cc1	0.9	8.8	-4.5	i	-7.2	1.6	3.9	15.9	-7.4
Cc1cc(=O)oc2c(C)c(OCC(=O)N3CCN(c4ccccc4)CC3)ccc12	-0.6	-0.7	3.1	i	0.3	3.2	-4.1	-5.7	8.5
O=C(CN1CCN(Cc2ccc(Cl)cc2)C1=O)NCCN1CCCC1	0.4	1.8	-9.8	i	2.7	1.2	1.0	11.8	-0.2
O=C(O)c1cccc(-c2csc(C(O)c3cccc(Cl)c3)n2)c1 (centres undefined)	-1.3	3.5	-0.5	i	-5.2	0.0	1.1	-1.3	-8.4
(continued)
SMILES	MsrA act	E coli Lon inh	PABP1 MLLE inh	Neddylation inh	CendR NRP1 mod	MT1-MMP act inh	Rin1-Abl PPI inh	SKN-1 inh	FAS-TE inh
Cc1nn(-c2ccccc2)c(N2CCCC2)c1/C=N/NC(=O)c1cccc(S(=O)(=O)Nc2ccc(Cl)cc2)c1	-2.1	-9.3	-11.9	x	-12.3	-10.5	-0.9	10.4	50.5*
Cc1ccc(C)c(-c2nnc(NC(=O)COc3ccccc3)o2)c1	-3.5	4.1	-12.6	i	-0.3	4.0	2.0	-3.5	-5.2
CCCCCCc1nc(C(N)=O)c2[nH]c(=O)n(-c3ccc(OC)cc3OC)c2n1	-10.6	-3.5	-2.0	i	3.2	-3.1	5.3	5.0	5.1
Cc1ccc(CN2CC(N3CCN(c4ccccn4)CC3)CS2(=O)=O)cc1 (centres undefined)	2.7	9.5	6.9	i	16.5	2.7	-0.2	4.6	3.1
COc1ccc(CCCNC(=O)C2CCC(=O)N(Cc3ccccc3F)C2)cc1 (centres undefined)	-0.3	-7.7	-5.6	i	4.9	6.7	2.2	-2.3	-5.5
O=C(NCc1csc(-c2cccs2)n1)c1ccsc1	-2.6	3.7	0.2	i	-11.5	1.5	-1.4	-2.0	-2.4
O=C(c1cnccn1)N(c1ccccc1)C1(C(=O)NC2CCCC2)CCCCC1	-2.7	-3.5	9.2	i	-5.3	13.9	-4.6	-14.3	-2.5
CCOc1ccc(/C(C)=N/NC(=O)Cn2nc([N+](=O)[O-])cc2C)cc1	-1.7	-1.2	-11.0	i	3.9	-1.1	1.6	10.8	1.2
CCCCn1c(N)c(N(CCC(C)C)C(=O)COC(=O)c2sccc2C)c(=O)[nH]c1=O	-1.0	-5.6	-10.2	i	-15.6	-13.9	0.3	11.9	-4.7
O=S(=O)(c1ccccc1)N(Cc1ccccn1)Cc1ccccn1	-6.5	-0.5	-8.7	i	-5.3	0.8	-2.2	-11.0	-2.1
CN(Cc1nc2c(s1)CCCC2)C(=O)CCc1nnc(-c2ccccc2)o1	-6.2	-2.9	-5.8	i	10.3	1.3	6.2	-5.4	-1.7
O=P(NC1CCCCC1)(c1ccccc1)c1ccccc1	-2.9	2.1	-11.2	i	4.6	-3.2	-2.0	4.2	-4.5

Part of the list above, reduced to MT1-MMP act inh, CendR NRP1 mod and PABP1 MLLE inh:
| molecule | MT1-MMP act inh | CendR NRP1 mod | PABP1 MLLE inh |
| --- | --- | --- | --- |
| CCCCn1c(N)c(N(CCC(C)C)C(=O)COC(=O)c2sccc2C)c(=O)[nH]c1=O | -13.9 | -15.6 | -10.2 |
| O=S(=O)(c1ccccc1)N(Cc1ccccn1)Cc1ccccn1 | 0.8 | -5.3 | -8.7 |
